LEDGF integ inh = blocks HIV-1 LEDGF/p75-dependent DNA integration; inhibition, % at 3.7 µM; actives 0.64% (n = 370,000); TR-FRET IN-LEDGF/p75 DNA integration, Eu/Cy5;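 active means inhibition above the screen-wide mean plus 3 SD, cut at about 13% in these data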;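 further: signal is the Cy5 over europium emission ratio at 671 and 618 nm; 0% = plate median of compound wells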
HTRA1 inh = blocks human HTRA1 serine peptidase | AID 504803 | actives 0.5% (n = 340,000) | inhibition, % at 5.96 µM | Q92743 | recombinant HTRA1, FP-rhodamine activity-based probe, fluorescence polarization; in the data active means inhibition above about 36%;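 further: 0% = enzyme with DMSO and 100% = wells lacking enzyme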
rCAG RNA binder = binds r(CAG) RNA repeats; r(CAG) RNA repeat, TO-PRO-1 dye displacement fluorescence; inhibition, % at 3 µM; actives 1.3% (n = 370,000); AID 651821;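 active means inhibition above the plate cutoff, the mean of all test compounds on that plate plus 3 SD, cut at about 35% in these data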;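 further: 0% = DMSO alone and 100% = 100 µM mitoxantrone as full dye displacement; higher means more dye released from RNA so lower well fluorescence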
MBD2 inh = inhibitors of human MBD2 binding to methylated oligonucleotide; TR-FRET; inhibition, % at 4.4 µM; actives 0.31% (n = 370,000); in the data active means inhibition above about 13%
PRMT1 inh = inhibitors of human PRMT1 | recombinant PRMT1, activity-based probe fluorescence polarization | inhibition, % at 2.79 µM | actives 1.3% (n = 370,000);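 active means inhibition above about 21% made by adding two undisclosed values, limit read from the data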
Rev-erbA mod = Rev-erb alpha (human) modulation; Rev-erbα–FITC-DNA binding, fluorescence polarization, 90 min; activity, % at 10 µM; actives 0.79% (n = 370,000); AID 1259318;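 active means activity above about 14%, limit read from the data; passing the limit was not always enough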;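 further: 0% = DMSO wells with 35 nM protein and 100% = DMSO wells with 750 nM protein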
Target sequence (P20393 whole entry, looked up): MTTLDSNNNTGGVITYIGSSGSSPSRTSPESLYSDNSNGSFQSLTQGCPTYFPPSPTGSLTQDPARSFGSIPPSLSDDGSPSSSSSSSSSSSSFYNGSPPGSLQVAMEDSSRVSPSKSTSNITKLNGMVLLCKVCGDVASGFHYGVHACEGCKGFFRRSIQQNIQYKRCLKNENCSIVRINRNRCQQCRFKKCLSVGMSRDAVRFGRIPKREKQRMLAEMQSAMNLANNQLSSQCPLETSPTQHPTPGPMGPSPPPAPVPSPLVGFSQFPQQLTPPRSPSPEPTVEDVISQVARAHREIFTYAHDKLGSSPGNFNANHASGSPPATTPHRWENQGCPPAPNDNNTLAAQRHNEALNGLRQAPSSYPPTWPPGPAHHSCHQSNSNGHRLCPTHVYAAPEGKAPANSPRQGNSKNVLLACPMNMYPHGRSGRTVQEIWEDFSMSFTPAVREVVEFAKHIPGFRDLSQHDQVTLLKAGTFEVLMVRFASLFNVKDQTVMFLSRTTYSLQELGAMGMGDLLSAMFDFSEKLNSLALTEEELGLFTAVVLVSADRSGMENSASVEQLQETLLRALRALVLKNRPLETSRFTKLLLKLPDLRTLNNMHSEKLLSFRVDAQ
ABHD4 inh = ABHD4 (mouse) inhibition, primary FP screen; Q8VD66; purified mABHD4, FP-Rh probe fluorescence polarization; inhibition, % at 8.92 µM; actives 0.54% (n = 370,000); AID 720543;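 active means inhibition exceeding the mean over every tested compound plus 3 SD, cut at about 30% in these data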;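 further: 0% = plate median of compound wells and 100% = S159A mutant with DMSO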
Target sequence (Q8VD66 whole entry, looked up): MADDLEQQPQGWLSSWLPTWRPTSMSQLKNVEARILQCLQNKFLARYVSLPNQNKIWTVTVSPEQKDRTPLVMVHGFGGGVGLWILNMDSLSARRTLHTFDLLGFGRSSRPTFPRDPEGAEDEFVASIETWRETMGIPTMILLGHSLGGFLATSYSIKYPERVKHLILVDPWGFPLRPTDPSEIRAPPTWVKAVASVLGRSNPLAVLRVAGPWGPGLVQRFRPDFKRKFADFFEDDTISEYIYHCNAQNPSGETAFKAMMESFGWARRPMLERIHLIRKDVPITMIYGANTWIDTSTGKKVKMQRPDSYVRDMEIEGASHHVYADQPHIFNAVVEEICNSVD
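assay system = mABHD4 protein | compound dosing = single nominal dose of 8.92 µM, 0.89% DMSO final | read-out basis = percent inhibition of probe binding, normalized to plate controls | schedule = Enzyme–compound pre-incubation 45 min, then probe 60 min, both 25 °C | detection = fluorescence polarization, excitation 525 nm, emission 598 nm, BODIPY TMR filters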
PG9 Ab binder = binds the HIV-1 gp120 antibody PG9 | TR-FRET gp120-PG9 antibody binding | actives 0.43% (n = 360,000) | AID 624416 | inhibition, % at 6.7 µM; in the data active means inhibition above about 8.5%
UHRF1 binding = blocks human UHRF1 binding to methylated DNA | AID 687016 | inhibition, % at 4.4 µM | UHRF1 binding to methylated oligo, TR-FRET | actives 0.75% (n = 370,000) | Q96T88; in the data active means inhibition above about 21%;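 further: UHRF1 SRA domain binding a hemimethylated CpG hairpin DNA probe; 0% = median of test compound wells and 100% = reference inhibitor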
TCR-CD3 inh = human TCR-CD3 binding inhibition; TAMRA-labeled TCR probe fluorescence, biochemical; inhibition, % at 9.4 µM; actives 0.37% (n = 360,000); in the data active means inhibition above about 19%;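 further: recombinant mutant TCR 2C K166C tagged with TAMRA read by polarization; 0% = receptor in buffer alone and 100% = receptor with positive control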
* = called active by the depositor; x = not tested or not shown. This is a subset; the hit share may differ from the screen's.

item	smiles	LEDGF integ inh	HTRA1 inh	rCAG RNA binder	MBD2 inh	PRMT1 inh	Rev-erbA mod	ABHD4 inh	PG9 Ab binder	UHRF1 binding	TCR-CD3 inh
1	O=C(CN1CCN(c2ccc(Cl)cc2)CC1)c1ccccc1	3	-6	1	2	1	2	-1	-4.8	-8	-5
2	CCN(CC)S(=O)(=O)c1ccc(N2CCCC2)c(NS(=O)(=O)c2cccs2)c1	-2	-5	3	2	6	0	0	-0.4	0	-1
3	COc1ccc(-c2nc3ccc(Br)cn3c2Cc2ccsc2)cc1OC	1	x	15	-4	3	10	6	-0.6	5	0
4	Cc1ccc(S(=O)(=O)NCCCN2CCOCC2)c(C)c1	-2	1	0	3	-3	-3	7	1.2	-2	3
5	CCOC(=O)c1[nH]c(C(=O)O)c(OC(=O)CC)c1C	0	7	-4	-3	-6	-1	-7	-0.7	2	8
6	Cc1cccc(OCC(=O)Nc2nonc2NC(=O)COc2cccc(C)c2)c1	-2	4	0	4	3	-7	2	3.1	2	-2
7	CC1=C(C(=O)N(C)C)CC(CC(=O)NCCc2ccccn2)C(=O)N1CCCN1CCCC1=O (configuration not stated)	-7	-3	1	3	0	-7	1	-1.1	25*	1
8	Cc1cc(C)c(S(=O)(=O)c2ccccc2C)c(OCCN(C)C)n1	2	-2	-6	4	-1	-2	-1	-0.7	-1	5
9	COc1ccc(C2=Nc3ccc(C)cc3C(c3ccccc3)N2CC(=O)NN)cc1 (configuration not stated)	-1	-18	-2	2	6	2	10	-0.8	-1	-4
10	Cc1cc2ccccn2c1C(=O)c1nc(NCc2ccco2)ncc1Cl	3	-6	-5	2	1	1	2	0.2	1	-2
11	Cc1ccccc1COc1ccc(/C(O)=C2/C(=O)C(=O)N(CCCn3ccnc3)C2c2ccco2)cc1 (configuration not stated)	4	1	15	-9	1	6	3	-1.7	-6	0
12	CCOC(=O)N1CCN(C(=O)C(=O)Nc2sc3c(c2C(=O)O)CC(C)(C)OC3)CC1	-2	2	15	0	2	-1	3	-0.5	1	-3
13	O=C(C1CCN(Cc2cn[nH]c2-c2ccc(F)cc2F)CC1)N1CCOCC1	4	5	-3	-2	-8	3	-12	-1.6	2	4
14	CSCCC(=O)N1CCC(n2nccc2NC(=O)c2ccc3c(c2)OCO3)CC1	3	2	-2	1	1	2	0	2.6	2	-7
15	CC(=O)c1cc(C(=O)NC2CCCc3c2cnn3-c2cc(C)cc(C)c2)[nH]n1 (configuration not stated)	3	-21	2	-1	-3	-9	-6	-0.6	-6	-1
16	COC(=O)[C@H](Cc1ccccc1)NC(=O)NCCc1ccccc1F	0	7	-4	1	3	1	-4	0.4	0	1
17	CCc1nonc1NC(=O)c1oc2ccc(Cl)cc2c1C	-1	7	1	-4	0	1	-1	1.9	1	8
18	COc1ccc(/C=N/NC(=O)C(=O)N2CCCCCC2)cc1O	-4	-2	-4	-1	4	-1	2	-1.2	0	-7
19	CC(C)(C)c1ccccc1NC(=O)C1=COCCO1	2	0	-1	0	2	4	0	0.5	1	3
20	COc1ccc(CNC(=O)CN2C(=O)NC(C)(c3ccc(C(C)(C)C)cc3)C2=O)cc1 (configuration not stated)	0	-15	-2	-3	3	-5	-7	-0.9	0	7
21	COC(=O)C1=C(C)N(Cc2cccc(C(F)(F)F)c2)C(=NCc2cc(OC)c(OC)c(OC)c2)NC1c1cccc(F)c1 (configuration not stated)	2	x	5	-1	-1	-3	16	-1.3	0	2
22	Cc1ccc(/C(N)=N/OC(=O)Cc2cccc3ccccc23)cc1	0	-9	0	6	-1	-1	-1	-1.0	24*	9
23	COc1ccc(Cc2c(O)nc(SC)n(C(C)=O)c2=O)cc1	-1	-1	3	-4	2	-4	-9	0.5	1	-1
24	CC(C)Cc1ccc(C(C)CC2=CCC(CN(C)C)C2=O)cc1 (configuration not stated)	-5	-7	-1	1	0	-4	5	-0.2	-1	-6
25	Cc1nn(-c2ccccc2)c2sc(C(=O)N3CCC4(CC3)OCCO4)cc12	-7	x	0	11	3	-1	-9	x	0	x
26	OC(c1ccc2ccccc2n1)c1c(Cl)cccc1Cl (configuration not stated)	0	-8	1	3	2	-3	-3	-0.7	-1	-12
27	Cc1cnc(C(=O)OCC(=O)Nc2ccc(Oc3ccccc3)cc2)cn1	3	-4	6	3	1	4	1	1.0	0	6
28	CC(=O)c1ccc(N2CCN(C(=O)C3CCN(S(=O)(=O)Cc4ccccc4)CC3)CC2)cc1	-4	1	-3	5	-1	-5	-5	-1.3	1	-5
29	COc1cc(Nc2nc(SCC#N)nc3ccccc23)cc(OC)c1OC	4	-1	4	-5	0	-1	-1	-0.8	-2	7
30	CCN(CC)CCN(C(=O)c1ccc2c(c1)OCCO2)c1nc2cc3c(cc2s1)OCO3	2	-10	-4	4	-1	1	6	-2.2	0	6
31	Cc1csc(SCC(=O)Nc2ccc(Cl)cn2)n1	1	2	0	-6	4	1	-4	-2.4	-5	1
32	Cc1cc2nc(SCC(=O)N(C)C)c3c(c2cc1C)CCCC3	9	-21	11	-7	-1	-2	3	-1.3	-3	1
33	CC(NC(=O)c1ccccc1)C(=O)OCC(=O)N1c2ccccc2Sc2ccccc21 (configuration not stated)	2	-5	-7	11	4	5	-19	-0.7	8	-1
34	CSc1n[nH]c(N)c1S(=O)(=O)c1ccc(Cl)cc1	5	-2	5	-2	5	7	0	1.2	2	0
35	CC(C)Oc1ccc(CNC(=O)CCC(=O)N2CC(C)Sc3ccccc32)cc1 (configuration not stated)	4	-9	-2	1	-1	3	-5	1.9	-3	3
36	OCCN1CCN(CC(O)COc2ccc(C34CC5CC(CC(C5)C3)C4)cc2)CC1 (configuration not stated)	4	19	-7	-4	-1	1	23	0.1	-1	7
37	Cc1cccc(NC(=O)c2cc(S(=O)(=O)N3CCOCC3)cn2C)c1C	-1	-2	2	2	-2	-1	0	0.7	-4	-2
38	CC(C)N(C(=O)[C@H]1C[C@H](CC(=O)NCCC2=CCCCC2)C(=O)N2CCc3c([nH]c4cc(CCC(=O)N(C)C)ccc34)[C@]12C)C(C)C	1	-7	3	7	8	-5	6	1.0	1	-3
39	COC(=O)[C@@]1(Cc2ccc(F)cc2)[C@H]2c3cc(C(=O)N(C)C)n(Cc4ccc(C)c(F)c4F)c3C[C@H]2CN1C(=O)c1ccccc1	-4	x	10	4	-1	-1	1	-0.8	1	-1
40	OCCC1CN(CCCc2ccccc2)CCN1CCc1ccccc1 (configuration not stated)	-2	-11	-5	3	6	6	3	0.5	2	-1
41	CCOc1ccc2[nH]cc(C(=O)N3CCN(CC)CC3)c(=O)c2c1	-1	3	-3	-1	1	9	-1	-1.7	-1	-1
42	COc1ccc(C2C(C#N)=C(C)NC(C)=C2C#N)c(OC)c1	0	1	0	0	1	8	-5	-0.4	1	8
43	Cc1ccc(CNc2ncnc3cc(Cl)ccc23)o1	4	-5	1	-3	1	-4	6	0.3	-3	3
44	COC(=O)CNC(=O)C1CCC(CNS(=O)(=O)c2cccc3nsnc23)CC1 (configuration not stated)	0	6	1	-3	1	-4	5	-1.2	2	14
45	CCCCC(=O)NC(=S)Nc1cccc(NC(=O)c2ccccc2)c1	3	-54	-3	3	0	-1	-7	-1.9	2	8
46	COC(=O)/C=C1\S/C(=N/NC(=O)c2ccc(OC)cc2)NC1=O	3	12	-3	-4	-3	-4	2	-1.7	-3	3
47	O=C(Cc1cccs1)Nc1nnc(SCc2ccc(Br)cc2)s1	0	-20	9	1	1	2	-2	-0.4	0	3
48	COCCSc1nnc(NC(=O)CCS(=O)(=O)c2ccccc2)s1	-8	-3	-1	1	0	9	-1	-0.7	1	-8
49	COc1cc(C2N(c3ccccn3)C(=O)C3CCCN32)cc(OC)c1OC (configuration not stated)	0	4	2	5	-3	-4	1	-2.1	-2	3
50	S=c1[nH]c2ccccc2c2ccccc12	-6	-7	-1	2	14	13	0	42*	-5	-3
51	COC(=O)Cc1csc(Nc2ccccc2Cl)n1	1	6	0	-3	-3	-6	2	-0.1	2	2
52	Cc1n[nH]c(=S)n1/N=C/c1ccc(Br)o1	1	2	2	0	-1	-2	0	-0.8	-1	5
53	COc1ccccc1Oc1ncnc2c1oc1ccccc12	0	-5	-5	3	-2	6	2	1.4	-1	-3
54	CCCCOCCCNC(=O)C[C@H]1C[C@@]2(C(=O)OC)C(=C[C@H](C3CCCC3)O[C@@H]2C)N(Cc2ccc(Cl)cc2Cl)C1=O	-2	x	10	-2	-1	7	-11	x	-1	x
55	O=C(/C=C/c1ccc2c(c1)S(=O)(=O)N(Cc1ccccc1)[C@H]2CC(=O)N1CCOCC1)N1CCOCC1	-4	-1	9	2	-2	-3	0	-0.8	-2	1

Entries above that contain a thiophene ring, fused or not, in the order listed:
item	smiles	LEDGF integ inh	HTRA1 inh	rCAG RNA binder	MBD2 inh	PRMT1 inh	Rev-erbA mod	ABHD4 inh	PG9 Ab binder	UHRF1 binding	TCR-CD3 inh
2	CCN(CC)S(=O)(=O)c1ccc(N2CCCC2)c(NS(=O)(=O)c2cccs2)c1	-2	-5	3	2	6	0	0	-0.4	0	-1
3	COc1ccc(-c2nc3ccc(Br)cn3c2Cc2ccsc2)cc1OC	1	x	15	-4	3	10	6	-0.6	5	0
12	CCOC(=O)N1CCN(C(=O)C(=O)Nc2sc3c(c2C(=O)O)CC(C)(C)OC3)CC1	-2	2	15	0	2	-1	3	-0.5	1	-3
25	Cc1nn(-c2ccccc2)c2sc(C(=O)N3CCC4(CC3)OCCO4)cc12	-7	x	0	11	3	-1	-9	x	0	x
47	O=C(Cc1cccs1)Nc1nnc(SCc2ccc(Br)cc2)s1	0	-20	9	1	1	2	-2	-0.4	0	3
